Bioassay records as filed in PubChem BioAssay.
BRCA1 expr act: increases BRCA1 expression; MCF7-BRCA1-FFLuc reporter, luminescence, 48 h; response scale: scaled: vehicle 0%, 10 µM genistein 100%; Potency, µM (highest dose often 46.1 µM), inactives show top-dose activation, usual class: activators; 1.1% of 380,000 active; further: potency means the concentration at half of the fitted maximal effect; nearly all actives have a fitted effect of over 80% in size; some results filed as inactive show a strong effect at the top dose
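Compounds are tested at multiple concentrations on MCF7 BRCA1-luciferase reporter cells seeded at 2000 per well; after 48 h, a single luminescence end-point is taken and curves fitted to the normalized data.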
FLuc modulator: firefly luciferase modulation, counter-screen for miR-21 project; P08659; purified FLuc, Km substrates, luminescence inhibition; Potency, µM (series often up to 57.5 µM), without a hit: at the top dose activity change, negative = inhibition, hits mostly inhibitors; 6.9% of 360,000 active; AID 588342;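 further: potency means the concentration at half of the fitted maximal effect; plate controls were vehicle for no effect and reference inhibitor for full effect; nearly all actives have a fitted effect of over 55% in size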
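Purified P. pyralis luciferase, 10 nM final, with Km-level 10 uM D-luciferin and 10 uM ATP in 50 mM Tris acetate pH 7.5, 10 mM Mg acetate, 0.01% Tween-20, 0.05% BSA; 6-point qHTS titration about 60 µM downward; luminescence read.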
Menin-MLL TR inh: inhibitors of human menin-MLL interaction, mutant MLL peptide | Menin + Texas Red MLL mutant peptide, fluorescence polarization | Potency, µM (top dose mostly 61.6 µM), for the others: top-dose FP activity change, negative = inhibition, actives largely listed as inhibitors | 0.23% of 270,000 active | AID 1768; active means well fitted inhibition curve with a large enough effect in the polarisation, with a control signal flat, not every such curve was filed as active; inconclusive means small, poorly fitted or top-dose-only effect, or effect the other way, or a change in a side signal; inactive means no such curve, though single readings can be large or run the other way; the % refers to the polarisation; further: potency means the concentration at half of the fitted maximal effect; % of control where 0% means no effect; many of its hits are not listed in these tables
Target sequence (O00255 whole entry, looked up): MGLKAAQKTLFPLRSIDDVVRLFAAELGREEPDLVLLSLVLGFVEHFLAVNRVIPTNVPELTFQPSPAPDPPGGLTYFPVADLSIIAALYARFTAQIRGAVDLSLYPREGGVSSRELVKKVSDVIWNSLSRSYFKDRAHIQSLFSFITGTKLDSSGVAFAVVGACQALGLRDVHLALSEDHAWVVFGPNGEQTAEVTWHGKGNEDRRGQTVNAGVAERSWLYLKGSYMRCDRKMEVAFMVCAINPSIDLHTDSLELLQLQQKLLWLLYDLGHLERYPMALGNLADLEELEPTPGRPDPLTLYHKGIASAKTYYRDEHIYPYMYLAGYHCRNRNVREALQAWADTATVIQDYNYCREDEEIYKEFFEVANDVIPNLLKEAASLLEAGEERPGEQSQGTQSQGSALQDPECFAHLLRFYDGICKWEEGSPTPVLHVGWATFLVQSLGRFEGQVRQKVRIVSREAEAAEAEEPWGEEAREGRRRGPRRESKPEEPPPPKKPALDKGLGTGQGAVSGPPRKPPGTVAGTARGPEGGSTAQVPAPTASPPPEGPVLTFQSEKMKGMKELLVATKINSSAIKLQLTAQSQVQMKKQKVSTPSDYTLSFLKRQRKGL
Rab9 promoter act: activators of Rab9 promoter. Huh7 Rab9 promoter-luciferase reporter, luminescence, 24 h. Potency, µM (doses to about 9.22 µM), for inactives: at the top dose activation, negative = inhibition, most hits filed as activators. 2.8% of 320,000 active. AID 485297; further: potency means the concentration at half of the fitted maximal effect; % of control where 0% means no effect; nearly all actives have a fitted effect of over 60% in size
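Huh7 cells stably carrying Rab9 promoter–luciferase reporter, plated 1500 cells/well, compound added after 2 h and incubated 24 h at 37 °C; luciferase luminescence then read after 10 min with detection reagent.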
Giardia kill: Giardia lamblia killing; Giardia lamblia trophozoite viability; 0.15% of 340,000 active; AID 540267; activity change, % at 7.66 µM, hits read low; in the data active means activity change below about -80%; inconclusive means between about -30% and that limit;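 further: parasites exposed to compound for two days anaerobically before the ATP read; on the % scale 0 is the no-effect control and ±100 the full control effect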
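Giardia lamblia trophozoites (100 cells/well) were incubated with compounds for 48 h at 37 deg C under anaerobic conditions. Viability was read as ATP content by one-step luminescence after 15-30 min at room temperature.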
RORgamma inh: ROR gamma (mouse) transcription inhibition | Drosophila S2 Gal4-RORgamma UAS-luciferase reporter, 20 h | 5.4% of 310,000 active | P51450 | Potency, µM (highest dose often 53.6 µM), without a hit: at the highest dose activity change, negative = inhibition, actives largely listed as inhibitors; further: potency means the concentration at half of the fitted maximal effect; on the % scale 0 is the no-effect control and ±100 the full control effect; nearly all actives have a fitted effect of over 60% in size
Target sequence (P51450 whole entry, looked up, the tested form may be a part): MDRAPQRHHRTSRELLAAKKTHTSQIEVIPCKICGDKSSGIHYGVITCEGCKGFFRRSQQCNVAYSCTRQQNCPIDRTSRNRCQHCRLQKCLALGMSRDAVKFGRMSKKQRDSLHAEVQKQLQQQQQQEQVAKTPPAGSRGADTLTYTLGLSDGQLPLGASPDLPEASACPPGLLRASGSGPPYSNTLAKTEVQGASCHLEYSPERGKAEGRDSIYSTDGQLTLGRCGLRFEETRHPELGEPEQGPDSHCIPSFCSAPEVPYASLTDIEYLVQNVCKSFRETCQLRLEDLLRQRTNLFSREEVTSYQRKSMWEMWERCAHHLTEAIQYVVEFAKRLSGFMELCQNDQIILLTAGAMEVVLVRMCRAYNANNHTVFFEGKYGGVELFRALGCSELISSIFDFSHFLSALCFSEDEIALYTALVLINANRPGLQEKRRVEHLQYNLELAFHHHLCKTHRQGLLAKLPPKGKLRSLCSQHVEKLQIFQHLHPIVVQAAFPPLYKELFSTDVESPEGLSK
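ROR gamma transcriptional activity was tracked as Gal4-UAS luciferase output in stably transfected Drosophila Schneider cells, with compound added 1 hr before 700 uM copper sulfate induction and a 20 hr ambient-temperature incubation.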
VP16 counter: inhibits Gal4-VP16 luciferase reporter, ROR gamma counter-screen; 3.5% of 310,000 active; Potency, µM (highest dose often 53.6 µM), inactives show at the top dose activity, negative = inhibition, most hits filed as inhibitors; Drosophila S2 Gal4-VP16 UAS-luciferase, luminescence, 20 h;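 further: Gal4-VP16 expression switched on by copper sulfate through the metallothionein promoter; potency means the concentration at half of the fitted maximal effect; on the % scale 0 is the no-effect control and ±100 the full control effect; nearly all actives have a fitted effect of over 50% in size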
PKM2 activator: activators of human pyruvate kinase M2; Potency, µM (titrated, usually from 57.5 µM), for the others: at the top dose activation, hits mostly activators; 0.34% of 260,000 active; purified PKM2, Kinase-Glo ATP luminescence, activation; response scale: 0% is enzyme alone, no compound; P14618; AID 1631; further: potency means the concentration at half of the fitted maximal effect; on the % scale 0 is the no-effect control and ±100 the full control effect; nearly all actives have a fitted effect of over 55% in size
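hPK-M2, >95% pure; 0.1 mM ADP / 0.5 mM PEP final; imidazole pH7.2 buffer w/ 7 mM MgCl2, 50 mM KCl; 1 h RT; Kinase-Glo lum. Intermediate enzyme activity for dual inhibitor/activator qHTS.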
NPC1 prom act: activators of NPC1 promoter; Potency, µM (highest dose often 9.22 µM), for inactives: top-dose activation, usual class: activators; Huh7 NPC1 promoter luciferase reporter, 24 h; 2.4% of 320,000 active;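 further: potency means the concentration at half of the fitted maximal effect; % of control where 0% means no effect; nearly all actives have a fitted effect of over 60% in size; reporter is driven by a mutant NPC1 promoter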
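Cells: Huh7 expressing luciferase under the NPC1 promoter, 1500/well. Seeded 2 h, compound added, incubated 24 h at 37 °C. Luciferase reagent, 10 min ambient, then luminescence.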
p53 reactivation: restores transcriptional activity of mutant p53. AID 504706. 0.063% of 320,000 active. Potency, µM (doses to about 92.2 µM), for inactives: at the highest dose activity change, positive = activation, most hits filed as activators. H1299 p53-A138V BP100-luciferase reporter, luminescence, 24 h; further: potency means the concentration at half of the fitted maximal effect; % of control where 0% means no effect; nearly all actives have a fitted effect of over 45% in size
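H1299 (p53-null), stable ts p53-A138V + BP100-Luc; 1000 cells/well, Opti-MEM/10% FBS; cpd 4 pt, 1:5; 24 h, 37 deg C, 5% CO2; detection reagent 10 min RT; luminescence.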
ELG1 genotox: induces genotoxicity in HEK293T cells with luciferase-tagged ELG1; HEK293T ELG1-luciferase reporter, luminescence, 16 h; Potency, µM (titrated, usually from 46 µM), without a hit: at the highest dose activity change, positive = activation, most hits filed as activators; 1.3% of 330,000 active; further: potency means the concentration at half of the fitted maximal effect; % of control where 0% means no effect; nearly all actives have a fitted effect of over 60% in size
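DMSO vehicle served as control against compound-treated ELG1-luciferase HEK293T cells; exposure lasted 16 hr at 37 °C and 5% CO2, followed by ONE-Glo luminescence detection after 30 min.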
The depositor's hits bear a star; ? = inconclusive; nt = no result given; & = joins results of further samples; [ ] = dose if it differs, or a comment. Unless noted, the call rests on the fitted dose curve; in most records, active means well fitted curve in the direction sought with a large enough effect; inconclusive means small, poorly fitted or top-dose-only effect, or another doubt; inactive means no such curve, though single readings can be large; an effect the other way counts as inactive or inconclusive. This is a subset (hit frequency here may not be typical).

SMILES | BRCA1 expr act | FLuc modulator | Menin-MLL TR inh | Rab9 promoter act | Giardia kill | RORgamma inh | VP16 counter | PKM2 activator | NPC1 prom act | p53 reactivation | ELG1 genotox
O=C(NCC1CCCO1)c1ccc2c(=O)n(Cc3ccc(Cl)cc3)c(=S)[nH]c2c1 (configuration not stated) | -18% | -3% | 2% | -4% | -16 | ? | -9% | -5% | 5% | 3% | ?
O=C(Nc1cccc(Br)c1)c1ccc(CSc2ccccc2)cc1 | 16% | 12µM* | -4% | 14% | 14 | 15% | 12% | -5% | 17% | 11% | 5%
CCC(C)c1ccccc1NC(=O)CN(C)CC(=O)Nc1ccccc1SC (configuration not stated) | -4% | 0% | -12% | -2% | -7 | 16µM* | -15% | 2% | 0% | -10% | -3%
COc1ccccc1NC(=O)CSc1nnnn1C1CCCC1 | -4% | -6% | 7% | 0% | 18 | -18% | -4% | 3% | 6% | -6% | -1%
CC1CC(C)CN(S(=O)(=O)c2ccc3c(c2)oc(=O)n3CC(=O)N2CCOCC2)C1 (configuration not stated) | 0% | 1% | -5% | -2% | ? | -30% | 1% | -1% | -2% | -4% | -4%
COc1cccc(NC(=O)C(Sc2nnc(-c3ccncc3)n2-c2ccc(Cl)cc2)c2ccccc2)c1 (configuration not stated) | -84% | -2% | 0% | -2% | -28 | ? | -3% | 0% | -2% | -1% | -7%
Cc1onc(C(=O)NCc2cccs2)c1[N+](=O)[O-] | 3% | 0% | -7% | -4% | 3 | -11% | -7% | 1% | -1% | 8% | 0%
CCc1cc[n+](-c2nc([O-])sc2C=O)cc1 | -15% | 3% | ? | -1% | 5 | -3% | -7% | -3% | 2% | -1% | 3%
COc1ccc(C(=O)Nc2ccc3[nH]ncc3c2)cc1OC | 30% | ? | -18% | 2% | -14 | ? | ? | -2% | 16% | 9% | 9%
C=CCC1C=C(C)CC(CC=C)N1 (configuration not stated) | 16% | 1% | -3% | 0% | -1 | -1% | -6% | -2% | -4% | 0% | 4%
Cc1ccc(C2CC2c2n[nH]c(=S)n2-c2ccc(C)cc2)cc1 (configuration not stated) | 1% | -1% | -22% | -3% | -3 | 3.2µM* | 5.6µM* | 1% | -4% | 2% | -2%
COC(=O)c1ccc(S(=O)(=O)N2CCN(C(c3ccccc3)c3ccccc3)CC2)n1C | 7% | 6% | nt | -2% | 6 | 21% | -6% | -1% | -6% | 10% | -2%
COc1ccc(CCN(C)C2CCCN(C(=O)CCSC)C2)cc1OC (configuration not stated) | -10% | 3% | -11% | 8% | 0 | -5% | -7% | 3% | 1% | -4% | 2%
Cc1ccccc1NC(=O)COC(=O)Cc1cccc(C(F)(F)F)c1 | -23% | 6% | -11% | -3% | -2 | -42% | 0% | -15% | -2% | -7% | 5%
COCCN1C(=O)N(c2ccc(Cl)cc2)C(=O)C1CC(=O)Nc1cc(OC)cc(OC)c1 (configuration not stated) | -10% | -3% | 28% | 4% | -1 | nt | nt | -7% | -4% | nt | -11%
CCOCCc1nnc(NC(=O)C(CC)c2ccccc2)s1 (configuration not stated) | -10% | 0% | 0% | 2% | 3 | -11% | 2% | 0% | -2% | -1% | -3%
O=S(=O)(NNc1nccc(C(F)(F)F)n1)c1cccc(Cl)c1Cl | -14% | -7% | nt | 1% | 12 | -28% | -2% | 5% | -3% | 2% | -2%
COc1ccc(Cl)cc1C(=O)NC(=S)Nc1ccccc1N1CCOCC1 | -47% | 5% | 34%[activator] | 10% | 52[activator] | nt | nt | 1% | 4% | nt | 10%
Cn1c(=O)c([N+](=O)[O-])c(Oc2ccccc2)c2ccccc21 | -44% | -20% | -3% | -6% | -21 | -36% | ? | 8% | -10% | -12% | 7%
COc1ccc(-c2nc(CS(=O)CC(=O)NCCc3ccc(C)cc3)c(C)o2)cc1OC (configuration not stated) | 3% | 5% | nt | -4% | 4 | 7% | -2% | nt | 3% | -2% | -1%
N#Cc1cccc(NC(=O)Cc2ccsc2)c1 | 0% | -3% | -18% | 1% | 2 | -4% | 2% | 0% | -1% | -4% | 1%
O=C(CC(c1ccccc1)(c1ccccc1)c1ccccc1)N[C@@H](Cc1ccc(O)cc1)C(=O)O | 3% | -12% | -2% | 2% | -21 | 19% | -10% | -2% | -4% | 1% | 4%
O=C(O)C1(c2cccc(Cl)c2)CCC1 | -26% | 3% | 2% | -3% | -2 | -9% | -8% | 1% | -6% | -3% | 0%
Clc1nc(-c2ccccc2)cc(-c2ccccc2)n1 | -47% | -3% | ? | -7% | 5 | 4% | -16% | 5% | -2% | 11% | 0%
O=C(NCCc1ccccc1)c1cc(=O)[nH]c2ccccc12 | -3% | -1% | 5% | 0% | 20 | 1% | -9% | -5% | 5% | -4% | 1%
Cc1ccc(-c2cc(C(=O)Nc3cccnc3)[nH]n2)c(O)c1C | -14% | 3.4µM* | nt | 4µM* | -27 | 0% | -11% | 5% | ? | ? | 9.2µM*
CC(OC(=O)CCc1nc2ccccc2c(=O)[nH]1)C(=O)NC1CCCC1 (configuration not stated) | 1% | -2% | 4% | 1% | 6 | ? | -5% | -6% | -2% | -9% | 0%
COc1ccc(C(=O)NC(Nc2ccc(C)cc2)C(Cl)(Cl)Cl)cc1 (configuration not stated) | -74% | 0% | 15% | -17% | 26 | 1%[10 µM] | -75% | -1% | -4% | -9% | -3%
CCCCNC(=O)OC(C)CNC(=O)Oc1cccc(C)c1 (configuration not stated) | -22% | 6% | 21% | -3% | -5 | -9% | 6% | 0% | -1% | -1% | -3%
COc1ccc(-c2nc3ccc(C(=O)NCC(OC)OC)cc3nc2-c2ccc(OC)cc2)cc1 | -29% | -10% | -1% | 0% | 15 | 31% | -18% | 0% | -7% | -1% | -5%
Cc1ccc(C)c(CN2CCC(CNC(=O)Nc3ccc(Br)cc3F)CC2)c1 | -48% | 0%&-10% | -20% | 3% | -3 | -2% | -12% | nt | -2% | 6% | -8%
COc1ccc(NC(=O)CSc2nccn2-c2ccccc2)c(OC)c1 | -21% | -6% | -24% | -5% | -2 | 3% | 1% | 2% | 0% | -1% | -5%
CN(CC(=O)Nc1ccccc1Cl)C(=O)c1cc(=O)[nH]c2ccccc12 | 0% | 0% | nt | 2% | 31[activator] | 3% | -8% | 2% | 2% | -2% | 1%
O=C(c1cccc(F)c1)N1CCc2ccccc21 | 5% | 2% | -12% | -5% | 1 | -42% | -1% | -2% | -2% | -7% | -4%
COc1cccc(-c2cc(C(=O)Nc3cnn(Cc4ccccc4C)c3)no2)c1 | 6% | -19% | 8% | -3% | -8 | 13% | -23% | 0% | -2% | -3% | 1%
Cc1cc(CN2CCC(N3CCC(C(=O)NC4CC4)CC3)CC2)cc(C)c1O | -6% | 0% | nt | 10% | 3 | 16% | -11% | -6% | 0% | ? | -3%
O=C(COc1ccc(Cc2ccccc2)cc1)c1ccc(F)cc1 | ? | 8.5µM* | 15% | 24% | 2 | ? | -14% | -3% | 27% | ? | 9%
CN(C)CCCN(C(=O)c1cccc(N2C(=O)CCC2=O)c1)c1nc2cc3c(cc2s1)OCO3 | 0% | -13% | ? | -6% | 21 | 3% | -6% | 0% | -1% | 0% | -2%

Looked up by structure from above, 3 records:
SMILES | BRCA1 expr act | FLuc modulator | Menin-MLL TR inh | Rab9 promoter act | Giardia kill | RORgamma inh | VP16 counter | PKM2 activator | NPC1 prom act | p53 reactivation | ELG1 genotox
O=C(COc1ccc(Cc2ccccc2)cc1)c1ccc(F)cc1 | ? | 8.5µM* | 15% | 24% | 2 | ? | -14% | -3% | 27% | ? | 9%
Cc1cc(CN2CCC(N3CCC(C(=O)NC4CC4)CC3)CC2)cc(C)c1O | -6% | 0% | nt | 10% | 3 | 16% | -11% | -6% | 0% | ? | -3%
O=C(c1cccc(F)c1)N1CCc2ccccc21 | 5% | 2% | -12% | -5% | 1 | -42% | -1% | -2% | -2% | -7% | -4%

A portion from further up, as a working copy:
SMILES | BRCA1 expr act | FLuc modulator | Menin-MLL TR inh | Rab9 promoter act | Giardia kill | RORgamma inh | VP16 counter | PKM2 activator | NPC1 prom act | p53 reactivation | ELG1 genotox
Cc1ccc(C)c(CN2CCC(CNC(=O)Nc3ccc(Br)cc3F)CC2)c1 | -48% | 0%&-10% | -20% | 3% | -3 | -2% | -12% | nt | -2% | 6% | -8%
COc1ccc(NC(=O)CSc2nccn2-c2ccccc2)c(OC)c1 | -21% | -6% | -24% | -5% | -2 | 3% | 1% | 2% | 0% | -1% | -5%
